Compound activity from PubChem BioAssay.
TNAP activators: human TNAP enzyme activators, primary screen, biochemical, luminescent, no phosphate acceptor, uHTS (AID 1001); purified TNAP, luminescent activation assay, no phosphate acceptor; higher activation fold means a stronger effect; 0.03% of 200,000 active; activation fold at 20 µM, or EC50 in µM where a hit was titrated; in the data active = activation fold from about 3, or a potency from the dose series; inactive = the rest, 99 in 100 with activation fold below about 1.6; note: many of its hits are not listed in these tables
PMI inhibitors: MPI enzyme activity inhibition – biochemical, fluorescence intensity, coupled assay, primary screen (AID 1209); purified PMI enzyme, coupled fluorescence intensity; higher % means a stronger effect; inhibition, % at 20 µM, or IC50 in µM where a hit was titrated; 0.42% of 190,000 active; in the data active = inhibition above about 50%;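 note: plate controls were DMSO vehicle for no effect and wells lacking substrate for full effect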
Hep lipid drop: modulators of hepatic lipid droplet formation; AML12 mouse hepatocytes, oleate lipid droplets, BODIPY imaging; inhibition, % at 6.5 µM; 0.4% of 240,000 active; AID 1656;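 active = lipid droplet intensity inhibited by at least 50%, with more than 500 cells counted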
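Material – mouse AML12 hepatocyte cell line, fixed after treatment · Compound dosing – one dose, 6.5 µM compound · Times – compound with oleate, overnight · Measured by – Image-based BODIPY and DAPI two-channel analysis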
MT stabilizer: stabilizes microtubules in HeLa cells. HeLa tubulin immunostaining HCS, 24 h; share of cells brighter than vehicle mean+2SD. % tubulin-high responders, % at 10 µM. 0.83% of 200,000 active;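 active = plate Z-score above 3 for both tubulin-high and condensed-nucleus cell shares, with cell loss under 80%, at 10 µM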;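 note: anti alpha tubulin signal scored within the nucleus-defined area of each cell; some results filed as inactive read as strong as hits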
Myeloid diff 2: promotes myeloid progenitor differentiation; ER-HoxA9 myeloid progenitors, lysozyme-GFP differentiation, flow cytometry; calls only at 10 µM; 1% of 360,000 active;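 active = normalized GFP-positive differentiation at or above the plate's own cutoff, the solvent-only control mean plus 3 SD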;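 note: cells exposed to compound for four days before flow analysis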
b-catenin transl: modulators of beta-catenin nuclear translocation | HeLa beta-catenin nuclear translocation, immunofluorescence imaging | nuclear translocation activity, % at 5 µM | 0.3% of 190,000 active;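 active = nuclear translocation activity above 50% at 5 µM, with a well cell count of 50 or more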;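 note: per-cell ratio of nuclear to cytoplasmic median beta-catenin stain intensity; plate controls were DMSO negative control for no effect and GSK-3 inhibitor IX positive control for full effect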
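Test system: HeLa cells, endogenous beta-catenin; Compound: single 5 µM dose plus 0.02–20 µM confirmation series; Times: compound exposure 24 h at 37°C; Signal: fluorescence imaging of beta-catenin antibody stain plus DAPI; Read-out: % activation, nuclear-to-cytoplasmic median beta-catenin signal ratio per cell.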
T cell modulator: T cell immune modulation candidate; 0.068% of 330,000 active; calls only at 7 µM; 2C CD8+ T cell-vesicle binding, flow cytometry; active compounds read low; AID 2052;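 active = response, share of CD8 T cells binding vesicles, and their 90th percentile fluorescence all below set limits, cut at about 80% in these data, passing the limit was not always enough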
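Material: murine 2C transgenic CD8+ T lymphocytes / Also added: QL9-peptide-loaded Drosophila micro-vesicles bearing Ld, ICAM-1 and B7-1 / Schedule: binding step 1.5 h, 37 °C, antibody labelling 20 min, ice / Signal: flow cytometry, PE anti-B7-1 (FL2) versus Alexa647 anti-CD8 (FL8), PFA-fixed / Evaluation: percent CD8+ FL2 mean versus row control / Benchmarks: naked versus QL9-loaded vesicles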
Insulin prom up: MIN6 insulin promoter up-regulation | MIN6 insulin promoter-GFP reporter, high-content imaging; active compounds read high | z-score at 5 µM | 0.3% of 190,000 active | AID 1625;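 active = z-score above 3 at 5 µM with at least 500 cells counted in the well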
Dynein transport: blocks dynein driven cargo transport along microtubules; z-score, hits read low; AID 1381; 0.47% of 220,000 active; 3617.4 mouse cells, GR-EGFP nuclear translocation imaging; test concentration mostly 20 µM; stimulated with dexamethasone, 1 µM; active compounds read low;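 active = plate z-score of nuclear minus cytoplasmic receptor signal below a set negative limit, without overly bright fluorescence or cell loss, cut at about -3.5 in these data, passing the limit was not always enough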;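 note: z-score of nuclear minus cytoplasmic ring GR-EGFP intensity difference per well; some compounds called inactive have numbers as strong as hits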
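Buffer or medium: tet-free, stripped-serum medium; Also added: dexamethasone, 1.0 µM final; Technique: high-content fluorescence imaging after fixation; Times: 48 h induction, 1 h compound, 30 min dex at 37 °C; Read-out: per-cell GR-EGFP intensity, nucleus versus surrounding cytoplasmic ring, well-averaged.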
Dynein transport cytoplasmic EGFP: recorded beside Dynein transport, whose call it bears; z-score; measured here: cytoplasmic GR-EGFP intensity; active compounds read high
Dynein transport nuclear GR-EGFP: further read-out of Dynein transport, marked with its call; z-score; measured here: nuclear GR-EGFP intensity;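 lower value marks the stronger effect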
Dynein transport cell count: further read-out of Dynein transport, marked with its call; z-score; measured here: cell count per field
Insulin prom up cell count: further read-out of Insulin prom up, marked with its call; cell count; measured here: cytotoxicity, nuclei count;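 total cells summed across four imaged fields per well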
Hep lipid drop cells 6.5 µM: second read-out of Hep lipid drop, no call of its own (marks repeat the call); cell count; measured here: cell count, cytotoxicity flag;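 cells counted across two imaged fields per well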
b-catenin transl cell count 5 µM: second read-out of b-catenin transl, no call of its own (marks repeat the call); cell count; measured here: cell count, cytotoxicity flag
T cell modulator vesicle-bound %: further read-out of T cell modulator, marked with its call; double positive events, %; measured here: CD8+ vesicle-bound cell fraction;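 binding gate set so that unloaded-vesicle control wells show 10% double positive cells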
MT stabilizer Hoechst-high %: also measured in MT stabilizer; calls as there; % Hoechst-high responders; measured here: nuclear condensation Hoechst responders;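 share of cells brighter than vehicle mean plus two SD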
MT stabilizer cytotoxicity %: also measured in MT stabilizer; calls as there; toxicity, %; measured here: cytotoxicity by cell density;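 0% = mean cell density of plate MIN control wells and 100% = no cells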
Myeloid diff 2 GFP+ MAC1+ %: also measured in Myeloid diff 2; calls as there; GFP+ MAC1+ double positive, %; measured here: differentiation confirmed by MAC1 staining
* hit, by the source's call; i = inactive; . = not tested or not shown.

SMILES | TNAP activators | PMI inhibitors | Hep lipid drop | Hep lipid drop cells 6.5 µM | MT stabilizer | MT stabilizer Hoechst-high % | MT stabilizer cytotoxicity % | Myeloid diff 2 | Myeloid diff 2 GFP+ MAC1+ % | b-catenin transl | b-catenin transl cell count 5 µM | T cell modulator | T cell modulator vesicle-bound % | Insulin prom up | Insulin prom up cell count | Dynein transport | Dynein transport cytoplasmic EGFP | Dynein transport nuclear GR-EGFP | Dynein transport cell count
O=C(COc1cccc2ccccc12)Nc1nc2ccccc2[nH]1 | 1.1 | 14% | 1 | 747 | 1.1 | 1.3 | 14 | i | 0.9 | -0.7 | 1217 | i | 13 | . | . | -0.67 | -0.28 | -0.3 | 0.64
CCc1ccc(C(=O)COC(=O)C(CCSC)NC(=O)c2ccccc2)cc1 (stereo not drawn) | 1.1 | 15% | -8 | 645 | 2.2 | 1.3 | 6.1 | i | 0.3 | -0.6 | 671 | i | 47 | 0.1 | 1259 | 0.13 | -0.22 | 0.12 | 0.9
CCN(C(=O)Cn1cc(C(F)(F)F)ccc1=O)c1c(N)n(Cc2ccccc2)c(=O)[nH]c1=O | 1.1 | -5% | 15 | 699 | 1.4 | 2.7 | 1.4 | i | 0.9 | -2.9 | 1056 | i | 8 | 0.2 | 1393 | -0.43 | -0.22 | -0.15 | 0.22
COC(=O)c1ccc(NS(=O)(=O)c2cc(C)ccc2OC)cc1 | 1.1 | 16% | -5 | 645 | 3.0 | 1.2 | 3.5 | i | 0.8 | . | . | i | 38 | . | . | -0.43 | -0.2 | -0.85 | 0.26
COCc1cc(=O)n2[nH]c(C)nc2n1 | 1.1 | 6% | -1 | 781 | 4.3 | 1.6 | 6.4 | i | 0.7 | 1.1 | 982 | i | 15 | 0.21 | 1285 | 0.1 | -0.16 | 0.48 | 0.069
O=C(Nc1ccncc1)c1c(F)cccc1F | 1 | 2% | 26 | 670 | 1.4 | 1.4 | 24 | i | 5.1 | 4.2 | 938 | i | 20 | -0.7 | 1696 | 3.2 | -0.23 | 2 | 1.9
COc1cccc(C(=O)n2ccc(-c3cccs3)n2)c1 | . | . | 34 | 770 | . | . | . | i | 1.1 | 1.6 | 1293 | i | 28 | -0.81 | 1007 | -0.75 | -0.0098 | -0.19 | 0.37
NC(=O)c1ccc(Sc2nnc(-c3cccs3)n2CC2CCCO2)c([N+](=O)[O-])c1 (stereo not drawn) | 1.6 | -2% | -15 | 618 | 5.6 | 2.8 | 4.6 | i | 0.6 | -0.5 | 1064 | i | 45 | -0.18 | 1549 | -0.21 | -0.24 | 0.3 | 0.12
c1ccc(-c2ccccc2OCCCN2CCCCC2)cc1 | 1.1 | -2% | -60 | 632 | 2.5 | 2.2 | 9.7 | i | 1.3 | -2.6 | 588 | i | 38 | 0.53 | 1319 | -0.23 | -0.3 | -0.31 | 0.03
Cc1ccc(NC(=O)c2cnccn2)cc1 | 1.1 | -14% | 14 | 751 | 3.7 | 1.3 | 2.1 | i | 0.1 | 0.7 | 1074 | i | 48 | -0.11 | 1246 | 0.24 | -0.32 | 0.24 | 0.35
O=C(CCNC(=O)c1ccccc1Cl)NCC12CC3CC(CC(C3)C1)C2 | 1.1 | -5% | -8 | 609 | 3.8 | 2.9 | 9.0 | i | 1.0 | -0.6 | 1096 | i | 16 | 0.75 | 1502 | 0.24 | -0.26 | -0.029 | 0.37
Cc1c(C(=O)NCc2cccs2)oc2ccc(S(=O)(=O)N3CCOCC3)cc12 | 1.1 | 8% | 11 | 784 | 3.7 | 2.4 | 8.5 | i | 1.4 | -3.9 | 1233 | i | 28 | -0.19 | 1171 | 0.3 | -0.14 | 0.6 | -0.3
O=C(c1ccccc1)C1CCN(c2ncccc2[N+](=O)[O-])CC1 | . | . | 1 | 728 | . | . | . | i | 0.3 | 1.1 | 1129 | i | 48 | -0.03 | 1366 | 0.011 | -0.22 | 0.019 | 0.0033
CC1=C(C)CC(C(=O)NCC(=O)c2ccccc2)C(C(=O)O)C1 (stereo not drawn) | 1.2 | -4% | 20 | 749 | 1.2 | 1.0 | 3.6 | i | 1.6 | . | . | i | 33 | -0.4 | 979 | -0.19 | -0.47 | -0.014 | 0.73
COc1cccc(N(CC(=O)NCCSc2ccc(Cl)cc2)S(C)(=O)=O)c1 | 1 | 11% | 3 | 824 | 1.5 | 1.9 | 10 | i | 0.3 | . | . | i | 28 | 0.64 | 965 | -0.6 | -0.16 | -0.2 | 0.87
CCN(CC)C(=O)Oc1ccc2ccccc2c1Cl | 1.1 | 8% | -11 | 619 | 2.4 | 2.7 | 8.7 | i | 0.2 | -1.5 | 957 | i | 47 | 0 | 1446 | -0.27 | -0.17 | 0.019 | -1.1
CCc1ccc(C2c3[nH]c4ccccc4c3CCN2C(=O)CNC(N)=O)cc1 (stereo not drawn) | 1 | 14% | -4 | 726 | 1.8 | 1.9 | 12 | i | 1.0 | 2.5 | 1073 | i | 33 | 0.5 | 1400 | 0.49 | -0.25 | 0.43 | -0.39
CCCc1ccc2c(N)c(C#N)sc2n1 | 1.1 | 13% | . | . | 3.0 | 1.7 | 1.9 | i | 5.7 | 1.1 | 1076 | i | 33 | -0.7 | 1099 | -1.5 | 0.33 | -0.52 | 0.14
O=[N+]([O-])c1ccc(Cl)c(/C=N/n2c(C3CCCCC3)n[nH]c2=S)c1 | 0.7 | -6% | . | . | 4.4 | 3.6 | 12 | i | 3.3 | -0.7 | 902 | i | 57 | -0.74 | 1254 | 0.045 | -0.25 | -0.1 | -0.1
Cc1c(Cl)cnc(NC(=O)COC(=O)c2ccc3ncsc3c2)c1Cl | 1 | 0% | 3 | 610 | 1.8 | 2.9 | 7.5 | i | 0.6 | . | . | i | 57 | 0.54 | 1275 | 0.43 | 0.83 | -0.074 | -0.019
O=C(COc1ccc(Cl)cc1Cl)Nc1ccc(S(=O)(=O)NC2=NCCCCC2)cc1 | 1.2 | 16% | 0 | 628 | 3.6 | 3.9 | 5.4 | i | 0.2 | 1.9 | 977 | i | 53 | -0.08 | 1365 | -0.66 | -0.26 | -0.53 | 0.26
Fc1ccc(CN2CCCCCC2)c(F)c1 | 1.1 | 5% | 2 | 711 | 1.9 | 1.9 | 6.1 | i | 0.2 | -1.1 | 1033 | i | 34 | 0.61 | 1263 | 0.35 | -0.22 | 0.45 | 0.66
Brc1ccccc1-n1nnc(-c2nccs2)n1 | 1.1 | 6% | -3 | 689 | 3.0 | 2.6 | 7.4 | i | 2.4 | -1.5 | 1146 | . | . | -0.29 | 1360 | -1 | -0.28 | -0.28 | 0.52
c1ccc2nc(N3CCOCC3)c(N3CCOCC3)nc2c1 | 1.2 | -3% | . | . | 3.4 | 1.7 | 2.4 | i | 1.0 | -1.6 | 1021 | i | 50 | -0.55 | 1156 | -0.36 | -0.31 | -0.23 | -0.013
COc1cc2cnc(Cl)nc2cc1OC | 1.1 | 14% | 12 | 728 | 2.7 | 2.9 | 4.1 | i | 0.2 | 2.4 | 465 | i | 43 | -0.32 | 1286 | -0.95 | -0.32 | -0.65 | 0.91
Cc1nccn1CCN(C)Cc1cn(Cc2ccccc2)nc1-c1ccc2c(c1)OCO2 | 1.1 | -2% | -10 | 653 | 3.3 | 1.3 | 1.9 | i | 0.0 | 1.4 | 1423 | i | 38 | -0.68 | 1439 | -0.9 | -0.34 | -0.9 | 2.1
COc1cccc(Nc2nnc(SCC(=O)N3CC(C)OC(C)C3)s2)c1 (stereo not drawn) | 1.1 | 6% | 49 | 753 | 2.4 | 1.4 | 6.7 | i | 4.1 | 0.7 | 830 | i | 28 | 0.76 | 1289 | -1.1 | -0.28 | -1.1 | 0.22
Cc1ccc(C(=O)N/N=C\c2cc3c(cc2Br)OCO3)s1 | 1.1 | 8% | 11 | 676 | 2.7 | 3.6 | 0.2 | i | 0.2 | -1.7 | 545 | i | 13 | -0.21 | 1222 | 0.37 | -0.2 | 0.35 | -0.87
CCCNC(=O)COC(=O)/C=C/c1ccc(C)o1 | 1 | 0% | 21 | 656 | 3.1 | 1.3 | 5.5 | i | 0.2 | 0.2 | 1056 | i | 31 | -0.89 | 1231 | -0.24 | -0.33 | -0.32 | 0.58
